Screening data (PubChem)
DT40 TDP1 CPT: qHTS for Inhibitors of human tyrosyl-DNA phosphodiesterase 1 (TDP1): qHTS in cells in presence of CPT; chicken DT40 Tdp1-/-;hTDP1 cells + 20 nM CPT, ATP luminescence, 48 h; Potency, µM (titrated, usually from 46.2 µM), for the others: at the top dose activity change, negative = growth inhibition, hits mostly inhibitors; hit rate 12% among 420,000; also: nearly all actives have a fitted effect of over 55% in size
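Chicken DT40 Tdp1-/- cells complemented with human TDP1, 400 cells/well, exposed to compounds plus 20 nM camptothecin for at least 48 h at 37 C; viability read as ATP content by CellTiter-Glo luminescence.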
TDP1 cell noCPT: qHTS for Inhibitors of human tyrosyl-DNA phosphodiesterase 1 (TDP1): qHTS in cells in absence of CPT; DT40 Tdp1-/- hTDP1 cells, no CPT, ATP luminescence, 48 h; Potency, µM (doses to about 46.2 µM), inactives show at the top dose activity change, negative = growth inhibition, hits mostly inhibitors; hit rate 15% among 420,000; also: nearly all actives have a fitted effect of over 55% in size
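Compound effects on proliferation are scored in DT40 Tdp1-/-;hTDP1 cells in the absence of CPT. ATP levels (CellTiter-Glo luminescence) are recorded after a ≥48 hr, 37 °C incubation.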
KAT2A inh: qHTS Assay for Inhibitors of GCN5L2 | Histone acetyltransferase KAT2A (Homo sapiens), Q92830 | GCN5L2 HAT assay, ThioGlo1 CoA-SH fluorescence | Potency, µM (doses to about 58.9 µM), inactives show at the highest dose activity change, negative = inhibition, most hits filed as inhibitors | hit rate 0.21% among 390,000 | AID 504327, 2011
Target sequence (Q92830 whole entry, looked up): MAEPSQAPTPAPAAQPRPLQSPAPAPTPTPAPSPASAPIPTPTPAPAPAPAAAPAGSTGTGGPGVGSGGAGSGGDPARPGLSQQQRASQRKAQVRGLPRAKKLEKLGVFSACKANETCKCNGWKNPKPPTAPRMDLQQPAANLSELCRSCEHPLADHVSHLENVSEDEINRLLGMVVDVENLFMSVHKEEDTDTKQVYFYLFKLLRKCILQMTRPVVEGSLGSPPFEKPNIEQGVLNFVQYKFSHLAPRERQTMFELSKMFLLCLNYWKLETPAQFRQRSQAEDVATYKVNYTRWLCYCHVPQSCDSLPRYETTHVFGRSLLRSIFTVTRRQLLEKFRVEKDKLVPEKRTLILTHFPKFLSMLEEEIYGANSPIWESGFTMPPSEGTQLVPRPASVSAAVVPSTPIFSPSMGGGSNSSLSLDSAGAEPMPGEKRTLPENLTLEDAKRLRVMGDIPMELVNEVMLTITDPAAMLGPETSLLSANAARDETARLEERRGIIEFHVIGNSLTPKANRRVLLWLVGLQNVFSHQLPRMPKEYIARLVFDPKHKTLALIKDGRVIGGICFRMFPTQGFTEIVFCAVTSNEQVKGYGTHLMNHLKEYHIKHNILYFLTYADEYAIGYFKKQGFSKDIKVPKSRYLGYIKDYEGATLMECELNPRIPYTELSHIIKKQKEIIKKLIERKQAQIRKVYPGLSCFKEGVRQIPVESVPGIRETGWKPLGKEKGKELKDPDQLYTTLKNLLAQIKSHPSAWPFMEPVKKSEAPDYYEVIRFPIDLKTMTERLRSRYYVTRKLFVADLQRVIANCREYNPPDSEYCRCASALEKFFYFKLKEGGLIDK
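Enzyme at 20nM final was mixed with library compounds for 15 min at room temperature. Peptide H3(1-25) at 75uM, acetyl-CoA at 70uM and ThioGlo1 at 50uM were then added. Plates were read immediately and after 20 min (Ex340nm/Em540nm).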
* = called active by the depositor; ? = inconclusive; . = no result given; & = joins results of further samples. Calls follow the shape of the dose curve; as a rule, active = well fitted curve in the direction sought with a large enough effect; inconclusive = small, poorly fitted or top-dose-only effect, or another doubt; inactive = no such curve, though single readings can be large; an effect the other way counts as inactive or inconclusive. % is scaled to controls: 0 for no effect and ±100 for the full control effect; potency is read from the fitted curve at half-maximal effect.

SMILES	DT40 TDP1 CPT	TDP1 cell noCPT	KAT2A inh
O=C(COC(=O)c1c(F)cccc1F)Nc1cccc(S(=O)(=O)N2CCCCC2)c1	-23%	?	.
COc1ccccc1-c1nc(C#N)c(N2CCN(Cc3ccccc3)CC2)o1	?	23µM*	-14%
Cc1ccc(CCNc2ncnc3onc(-c4ccc(F)cc4)c23)cc1	-1%	2%	15%
Cc1ccc(S(=O)(=O)NNC(=O)c2ccccc2-n2cccc2)cc1	-14%	4%	-1%
COc1ccc(N2CCN(C(=O)CCS(=O)(=O)c3ccc4c(c3)NC(=O)CO4)CC2)cc1	?	16µM*	-3%
COc1ccccc1NC(=O)CSc1nnc(-c2ccc(NC(C)=O)cc2)n1C	-9%	-12%	1%
CCOc1cc(C2CC(=O)NC3=C2C(=O)C(C(=O)OC)C(C)C3)cc(Cl)c1O (centres undefined)	-27%	-2%	-2%
CC1(C)Cc2ccccc2C(=NCC(=O)O)N1	-4%	-19%	-6%
COc1cc(N)ccc1Nc1c2ccccc2nc2ccccc12	0.82µM*	1.5µM*	.
C(=NN1CCCCCC1)c1ccc2ccccc2n1	?	16µM*	.
CN(C)Cc1c[nH]c2nc[nH]c(=O)c12	-1%	0%	.
Cc1nc(-c2ccc(S(=O)(=O)N(C)Cc3ccccc3)cc2)co1	26µM*	21µM*	1%
Cc1cc(NC(=O)CSc2nc3ccccc3n2CC(=O)N2CCCCC2)no1	3%	-24%	2%
CC(=O)Nc1ccc(OCC(O)Cn2cnc3ccccc32)cc1 (centres undefined)	-22%	-20%	-35%
CCOC(=O)C1CCCN(C(=O)CN2C(=O)NC(C)(c3ccc4ccccc4c3)C2=O)C1 (centres undefined)	-28%	-15%	-10%
CCOc1ccccc1/C=C(/NC(=O)c1ccccc1)C(=O)N1CCCCC1	?	?	-5%
COc1ccccc1NC(=O)C(=O)N/N=C(\C)CC(=O)Nc1ccc(OCc2ccccc2)cc1	-26%	?	?
Cc1ccc2nnnc(-c3ccccc3)c2c1	-2%	17%	0%
Cc1nc(N2CCN(c3ccccn3)CC2)c2c(C)c(C(=O)Nc3ccc(F)c(Cl)c3)sc2n1	16µM*	?	-22%
CCOC(=O)c1cc(C#N)c(N2CCN(C(=O)c3cccc(C(F)(F)F)c3)CC2)nc1C(F)(F)F	?	15µM*	-5%
CCc1ccc(C2=NN(CCC(=O)NCc3cccs3)C(=O)CC2)cc1	?	?	-3%
Cc1cccc(N2CC(C(=O)OCC(=O)c3ccc(OC(=O)c4cccs4)cc3)CC2=O)c1C (centres undefined)	-3%	-2%	5%
COc1ccc(C2=Nc3ccccc3NC(c3cccs3)=N2)cc1	?	?	1%
O=S(=O)(/C=C/c1ccccc1)N1CCN(Cc2ccc3c(c2)OCO3)CC1	-7%	?	-5%
COc1ccc(-c2nc3ccc(C)cn3c2Cc2ccc(C)cc2)cc1OC	23µM*	15µM*	.
Remaining list, next part:
SMILES	DT40 TDP1 CPT	TDP1 cell noCPT	KAT2A inh
COc1ccc(S(=O)(=O)N(C)C[C@H]2Oc3c(NC(=O)C4CC4)cccc3C(=O)N([C@H](C)CO)C[C@@H]2C)cc1	16µM*	-15%	4%
Oc1ccccc1C1=NC(c2ccccc2)NC(c2ccccc2)C1 (centres undefined)	?	18µM*	.
O=C(CSc1ccc2nc(-c3ccccc3)cn2n1)Nc1ccccc1C(F)(F)F	-26%	?	-13%
CCn1cc(C(=O)NCc2ccc(Cl)cc2)c(=O)c2cc(S(=O)(=O)N3CCOCC3)ccc21	21µM*	23µM*	-5%
CC(C)N(CCCNC(=O)CC1Oc2ccccc2NC1=O)Cc1ccccc1 (centres undefined)	-15%	-14%	-1%
CSc1ccc(CN2CCC(C)(Oc3ccccc3)C2)cc1 (centres undefined)	?	?	.
CC(C)CN1C(=O)CN(S(C)(=O)=O)CC1(C)C(=O)NC(C)C (centres undefined)	0%	-2%	.
Cc1ccc(-c2nnc(Nc3ccc(Cl)c(Cl)c3)c3ccccc23)cc1S(=O)(=O)N(C)C	?	?	-8%
CCC(C)C(=O)Nc1nc2c(s1)C(=O)CC(C)(C)C2 (centres undefined)	-23%	-27%	2%
C[C@@H]1CCCCO[C@H](CN(C)Cc2ccc(Cl)c(Cl)c2)[C@H](C)CN([C@@H](C)CO)C(=O)c2cc(NC(=O)Nc3ccc(F)cc3)ccc2O1	9.2µM*	5.8µM*	.
O=C(NCCCN1CCCC1=O)C1CCN(S(=O)(=O)c2cccc(C(F)(F)F)c2)CC1	-16%	-23%	-12%
CN(C)c1nc2cc3c(cc2cc1CN(CC1CCCO1)C(=O)/C=C/c1cccs1)OCO3 (centres undefined)	3%	-7%	.
O=S1(=O)CCOCCCN1Cc1cccc(Cl)c1	-72%	?	.
O=C(Nc1ccc(Cl)cc1)c1ccc2nsnc2c1	?	?	-11%
COc1cc(C(=O)NCCCNc2nc3c(C)cc(C)cc3cc2C#N)cc(OC)c1OC	-14%	-27%	-8%
CC1(C(=O)Nc2ccc3c(c2)OCCO3)CN(S(C)(=O)=O)CC(=O)N1CCCN1CCOCC1 (centres undefined)	2%	3%	.
COc1ccc(-n2nnnc2-c2cnc(N3CCCC3)nc2C(F)(F)F)cc1	8.2µM*	9.2µM*	-4%
O=C(CCNc1cccc(C(F)(F)F)c1)c1ccco1	21µM*	16µM*	-3%
O=C1c2ccccc2C(=O)N1CC(O)COc1ccc(Cl)cc1 (centres undefined)	18%	9%	1%
CCCc1cc(=O)oc2cc(OCC(=O)N3CCC(C(N)=O)CC3)ccc12	7%	-1%	0%
CCN1C(=O)[C@H]2[C@@H](c3ccc(C)cc3)N3C(=O)N(c4ccc(OC)cc4)C(=O)[C@@]3(CC)[C@H]2C1=O	8%	0%	0%
COCCNC(=O)C1(C)Cc2c(-c3cccc(NC(C)=O)c3)ccnc2O1 (centres undefined)	?	?	.
C=CCn1c(-c2cnn(-c3ccccc3)c2N)n[nH]c1=S	3%	-10%	-2%
COCCn1cnc2c(c1=O)c1nc3ccccc3nc1n2/N=C/c1ccco1	?	?	0%
C=CCn1c(O)c2ccc(C(=O)N=NC(=O)COc3ccccc3F)cc2c1O	18%	-8%	3%
(cont.)
SMILES	DT40 TDP1 CPT	TDP1 cell noCPT	KAT2A inh
CCOc1cc(C(=O)Nc2nnc(C)s2)cc(OCC)c1OCC	-5%	-30%	3%
O=[N+]([O-])c1ccc(C[n+]2cccc(O)c2)cc1	5%	2%	0%
Cc1ccc(S(=O)(=O)Nc2ccc3c(c2)C(=O)N([C@H](C)CO)C[C@H](C)[C@@H](CN(C)Cc2ccc(-c4ccccc4)cc2)O3)cc1	?	?	4%
CC(C)(C)CN1CCNC(=O)C1CC(=O)N1CCC(C(=O)N2CCOCC2)CC1 (centres undefined)	24%	?	0%
COc1ccc(OC(C)C(=O)N2CC(C)OC(C)C2)cc1 (centres undefined)	-20%	1%	0%
COC(=O)c1ccc(-c2csc(NC(=O)c3c(C)noc3C)n2)cc1	16µM*	21µM*	-11%
Cc1cc(C(=O)NCc2cc(C)n(C)n2)sc1-c1ccccc1	13µM*	21µM*	-10%
Fc1cc(Cl)ccc1NC1=NCCCCC1	-12%	-3%	-1%
COc1ccc(CCNC(=O)CN(Cc2ccc(Cl)cc2)S(C)(=O)=O)cc1	-21%	?	-2%
COc1ccc(CCNc2oc(-c3ccccc3OC)nc2C#N)cc1OC	?	18µM*	2%
CCOc1ccc(NCc2nnc(SCc3ccc(Cl)cc3)n2-c2ccccc2)cc1	?	29µM*	-13%
Cc1[nH]n(C2=NCCS2)c(=O)c1N=Nc1ccccc1	?	?	?
CCc1cc2cc(C(=O)Nc3ccccc3F)sc2s1	-28%	-28%	-1%
O=C(COc1cc2oc(=O)c3c(c2cc1Cl)CCC3)NCCCn1ccnc1	-13%	?	1%
CC(C)c1ccc(NC(=O)[C@H](Cc2c[nH]c3ccccc23)NC(=O)[C@@H]2Cc3ccccc3CN2)cc1	?	?	-11%
O=C(O)C1=C[C@@H](c2csc3ccccc23)C[C@@H](OCc2ccc(CO)cc2)O1	?	-13%	-1%
CCCN1CCC(=O)N([C@H](COc2ccccc2)c2ccccc2)CC1	?	21µM*	-3%
COc1c(N)c2c(c([N+](=O)[O-])c1OC)C(=O)OC2	-2%	-26%	.
Cn1cc(-c2coc3c(C(=O)NCc4cccc(Cl)c4)cccc23)cn1	?	5.8µM*	.
COC(=O)CSc1ncnc2c(C)csc12	-16%	-9%	1%
Cc1noc(C)c1C(=O)N1CCC[C@@]2(CCN(C(=O)Nc3cccc(C#N)c3)C2)C1	7%	-3%	3%
Cc1cc(/C=C2/NC(=O)N(Cc3ccccc3F)C2=O)c(C)n1C	?	?	-1%
Cn1c(Cn2c(=O)sc3ccccc32)nnc1SCC(=O)N1CCN(c2ccccc2)CC1	-17%	-10%	-3%
O=C(CCC(=O)c1ccc(Br)cc1)Nc1ccc(F)cc1	16%	-2%	-7%
CCCCCCCCCCCCN1C(=O)CSC1c1cccnc1 (centres undefined)	?	16µM*	-9%

Nothing new here: an excerpt of the list.
SMILES	DT40 TDP1 CPT	TDP1 cell noCPT	KAT2A inh
COC(=O)c1ccc(-c2csc(NC(=O)c3c(C)noc3C)n2)cc1	16µM*	21µM*	-11%
Cc1cc(C(=O)NCc2cc(C)n(C)n2)sc1-c1ccccc1	13µM*	21µM*	-10%
Fc1cc(Cl)ccc1NC1=NCCCCC1	-12%	-3%	-1%
COc1ccc(CCNC(=O)CN(Cc2ccc(Cl)cc2)S(C)(=O)=O)cc1	-21%	?	-2%
COc1ccc(CCNc2oc(-c3ccccc3OC)nc2C#N)cc1OC	?	18µM*	2%
CCOc1ccc(NCc2nnc(SCc3ccc(Cl)cc3)n2-c2ccccc2)cc1	?	29µM*	-13%
Cc1[nH]n(C2=NCCS2)c(=O)c1N=Nc1ccccc1	?	?	?
CCc1cc2cc(C(=O)Nc3ccccc3F)sc2s1	-28%	-28%	-1%
O=C(COc1cc2oc(=O)c3c(c2cc1Cl)CCC3)NCCCn1ccnc1	-13%	?	1%
CC(C)c1ccc(NC(=O)[C@H](Cc2c[nH]c3ccccc23)NC(=O)[C@@H]2Cc3ccccc3CN2)cc1	?	?	-11%
O=C(O)C1=C[C@@H](c2csc3ccccc23)C[C@@H](OCc2ccc(CO)cc2)O1	?	-13%	-1%
CCCN1CCC(=O)N([C@H](COc2ccccc2)c2ccccc2)CC1	?	21µM*	-3%

The list continues:
SMILES	DT40 TDP1 CPT	TDP1 cell noCPT	KAT2A inh
COc1ccc(CCn2c(=N)c(C(=O)NCc3ccco3)cc3c(=O)n4cccc(C)c4nc32)cc1	21µM*	12µM*	0%
COc1ccc2oc(C(=O)Nc3nc(C)cs3)c(C)c2c1	?	?	2%
C[C@H](NS(=O)(=O)c1ccc(Cl)cc1)C(=O)OCC(=O)NCCc1ccc(S(N)(=O)=O)cc1	-5%	25%	.
Cc1ccc(NC(=O)CSCC(=O)NNC(=O)c2ccoc2C)cc1	-1%	-8%	-5%
NC(=O)CC(NC(=O)Cc1ccc(Cl)cc1)c1ccc(NCCOc2ccccc2)c([N+](=O)[O-])c1 (centres undefined)	-8%	-18%	3%
O=C(NCc1ccccc1)c1ccc(-c2ccc(F)c(F)c2)c2ccoc12	?	?	.
COC(=O)CC1C(=O)NCCN1C(=O)c1ccc([N+](=O)[O-])cc1 (centres undefined)	24%	14%	9%
Cc1ccc(C(=O)Nc2ccc(CN3CCCCC3)cc2)c(C)c1	-12%	-5%	-1%
Cc1c2ccncc2cc2c1[nH]c1ccccc12	5.8µM*	6.5µM*	.
CCCN1CCN(CCCNC(=O)c2ccc3c(c2)sc2nc(-c4ccc(C)cc4)cn23)CC1	1.3µM*	1.2µM*	-10%
COc1ccccc1NC(=O)Nc1nc(CC(=O)Nc2ccc(N(C)C)cc2)cs1	?	?	-2%
COCC(=O)Nc1c(C(=O)N2CCCC2)oc2ccccc12	18%	-12%	1%
OCCc1ccc(O)c(-n2nc3ccccc3n2)c1	2%	2%	-4%
COCCNC(=O)CSc1nccn1Cc1ccc2c(c1)OCO2	25%	9%	0%
NNc1nc(-c2ccccc2)cc(-c2ccc(Br)cc2)n1	?	?	-1%
CN(C)CCNC(=O)c1ccc(-c2nn(C)c(=O)c3ccccc23)cc1	?	-18%&3%	-3%&0%
CCCN(Cc1nnc(-c2ccccc2Cl)o1)C(=O)c1oc2ccccc2c1C	?	?	-5%
Cc1cccc(OCCOC(=O)c2c(-c3ccccc3)noc2C)c1	?	23µM*	-5%
Cc1ccc2nc(C3CCCCC3)c(CC(C)(C)C)n2c1	?	16µM*	.
CCCOc1ccc(N2C(=O)CC(NCC(=O)OCC)C2=O)cc1 (centres undefined)	14%	-12%	.
CCN(CC)CCNC(=O)c1cc(Sc2nnc(C)s2)nc2ccccc12	7%	-2%	-6%

Only part of the results is shown; the hit share may differ from the screen's.
